Assay outcomes as filed in PubChem.
PTEN del growth: growth suppression of PTEN-null HCT116, primary screen, cell-based, CellTiter-Glo. AID 827, 2007. HCT116 PTEN-null viability, 60 h; active compounds read low. hit rate 1.2% among 140,000. viability, % at 10 µM;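 active = viability at or below a set limit, 4 SD under the median of all tested compounds, cut at about 3.7% in these data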;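 also: PTEN knockout HCT116 line with beta catenin targeted HCT116 as companion control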
Measles CPE: compounds protecting cells from measles virus cytopathic effect, primary screen, measles RdRp inhibitor project, single point, MLSMR library, absorbance. Measles virus-infected cells, CPE protection. protection (pct of control), % at 4 µM. hit rate 1.5% among 140,000; in the data active = protection mostly above about 24%, no sharp cut-off; inactive = mostly below about 26%; also: some compounds called inactive have numbers as strong as hits
HCT116 bCat-KO: primary screen for growth suppressors in beta-catenin knockout HCT116 cells (colon tumor, human); HCT116 beta-catenin knockout viability, CellTiter-Glo, 60 h; active compounds read low; hit rate 1.5% among 140,000; viability, % at 10 µM;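 active = viability at or under a set limit, the compound median less 4 SD, cut at about 6% in these data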;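 also: 0% = Hyamine 1622 control at 20 µM and 100% = untreated cell control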
Phagocytosis inh: inhibitors of macrophage phagocytosis, primary screen, imaging, J774A.1 cells, IgG beads; J774A.1 macrophage IgG-bead phagocytosis; inhibition, % at 5 µM; hit rate 0.07% among 110,000;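 active = inhibition above the mean of the plate negative controls plus 5 SD, cut at about 13% in these data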;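 also: phagocytic index as fraction of beads internalized from green versus red external bead signal; plate controls were DMSO negative control for no effect and cytochalasin-D positive control for full effect; some results beyond the cut were filed as inactive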
NPY Y2 blocker: NPY-Y2 receptor antagonists, primary screen, cell-based; Neuropeptide Y receptor type 2 (Homo sapiens), P49146; NPY-Y2 expressing cells, antagonist mode; inhibition, % at 2.7 µM; hit rate 0.99% among 140,000; in the data active = inhibition above about 17%;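 also: 0% = vehicle with agonist challenge and 100% = reference antagonist with challenge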
Target sequence (P49146 whole entry, looked up): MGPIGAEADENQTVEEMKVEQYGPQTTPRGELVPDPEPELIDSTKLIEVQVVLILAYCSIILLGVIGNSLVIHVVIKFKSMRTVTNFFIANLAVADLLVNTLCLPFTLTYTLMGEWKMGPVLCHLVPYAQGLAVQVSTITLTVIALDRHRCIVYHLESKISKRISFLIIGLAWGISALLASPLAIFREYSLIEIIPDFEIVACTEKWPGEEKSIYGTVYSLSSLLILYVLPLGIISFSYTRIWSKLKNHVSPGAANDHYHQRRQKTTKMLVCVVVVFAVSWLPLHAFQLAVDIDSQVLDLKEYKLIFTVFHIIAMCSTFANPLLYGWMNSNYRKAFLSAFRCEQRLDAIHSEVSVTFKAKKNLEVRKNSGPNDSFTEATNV
Yeast life ext: compounds extending yeast replicative lifespan, primary screen, S. cerevisiae, OD615 | S. cerevisiae growth with nicotinamide; deaD strain in restrictive glucose medium | inhibition of the nicotinamide effect, % at 10 µM | hit rate 0.68% among 130,000;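 active = inhibition above a set limit, placed 3 SD over the median of all compounds, cut at about 26% in these data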;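 also: 0% = nicotinamide-treated wells and 100% = cells grown without nicotinamide; some compounds called inactive have numbers as strong as hits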
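Assay system: engineered S. cerevisiae DeaD replicative-lifespan strain, galactose-grown log-phase cells; Buffer or medium: CSMM-D glucose medium, restrictive; Probe or stimulus: nicotinamide 1.5 mM; Compound: single dose 10 µM compound, 0.25% DMSO; Schedule: 4 h preincubation then 48 h treatment at 30 °C; Technique: OD615 measurement.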
GALR2 antag: GALR2 antagonists in receptor-expressing cells, primary screen | Galanin receptor type 2 (Homo sapiens), O43603 | inhibition, % at 4 µM | AID 828, 2007 | hit rate 0.39% among 140,000 | antagonist mode; in the data active = inhibition above about 27%;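 also: cells stimulated with galanin 1-16 at roughly its EC80; 0% = agonist challenge control and 100% = basal control without agonist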
Target sequence (O43603 whole entry, looked up): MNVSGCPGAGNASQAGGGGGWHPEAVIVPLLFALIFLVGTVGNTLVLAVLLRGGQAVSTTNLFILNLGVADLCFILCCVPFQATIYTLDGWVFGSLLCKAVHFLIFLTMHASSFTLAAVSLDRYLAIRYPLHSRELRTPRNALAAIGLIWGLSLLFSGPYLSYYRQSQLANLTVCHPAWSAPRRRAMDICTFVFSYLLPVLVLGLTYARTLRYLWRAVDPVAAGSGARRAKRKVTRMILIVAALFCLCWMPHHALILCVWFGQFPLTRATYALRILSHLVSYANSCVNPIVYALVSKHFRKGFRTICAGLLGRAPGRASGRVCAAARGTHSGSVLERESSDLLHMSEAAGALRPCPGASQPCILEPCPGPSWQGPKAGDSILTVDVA
E-sel TNF inh: E-selectin induction blockers in HUVEC – imaging, immunofluorescence, high content, primary screen. HUVEC TNFa-induced E-selectin immunofluorescence. inhibition, % at 2 µM. hit rate 0.71% among 120,000;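 active = inhibition above the batch mean plus 3 SD, and confirmed as a hit on visual image review, cut at about 43% in these data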;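 also: 0% = TNF-stimulated DMSO wells and 100% = unstimulated control wells; not every result past the cut was called active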
Yeast growth inh: growth inhibitors of yeast BB579 in restrictive medium, primary screen, yeast lifespan-shortening project, S. cerevisiae. hit rate 0.51% among 140,000. OD615, 48 h. AID 804, 2007. inhibition, % at 10 µM;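 active = inhibition above a set limit, 3 SD over the mean compound inhibition, cut at about 44% in these data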; also: inactives centre near -24
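Assay system – yeast BB579 (DeaD) · Dosing – single compound dose of 10 µM, 0.25% DMSO final · Detection – OD615 turbidity measurement · Buffer or medium – CSMM-D restrictive synthetic medium containing dextrose (glucose) · Benchmarks – positive control amphotericin B 10 µg/mL · Incubation – 48 h exposure, 30 °C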
MRP1 act: H69AR viability gain despite doxorubicin, primary screen, MRP-1 activator project, H69AR cells, CellTiter-Glo | viability rescue | viability increase, % at 10 µM | hit rate 0.61% among 140,000;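 active = viability gain under doxorubicin at or above a set limit, the compound median plus 3 SD, cut at about 4.7% in these data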;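 also: MRP-1 overexpressing cells given doxorubicin 25 µM after compound pretreatment; 18-22 h compound pretreatment then 72 h with doxorubicin before readout; 0% = doxorubicin-only wells and 100% = vehicle-treated cells without doxorubicin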
* hit, by the source's call; x = not tested or not shown.

SMILES	PTEN del growth	Measles CPE	HCT116 bCat-KO	Phagocytosis inh	NPY Y2 blocker	Yeast life ext	GALR2 antag	E-sel TNF inh	Yeast growth inh	MRP1 act
S=C(Nc1ccc(Cl)cc1)c1sc(N2CCCCC2)nc1N1CCOCC1	83	10	87	-2	1	-3	-4	x	-1	-1.8
CCOCCn1c(=NC(=O)c2cc3ccccc3oc2=O)sc2cc(S(N)(=O)=O)ccc21	106	7	96	-13	7	1	7	x	-10	-0.6
Cn1nc([N+](=O)[O-])nc1N1CCOCC1	100	18	96	-2	2	3	-4	20	-13	-0.2
COC(=O)c1cc(NC(=O)CN(c2ccccc2OC)S(=O)(=O)c2ccccc2)ccc1Cl	57	1	62	3	0	-7	-3	-73	-28	-1.9
CCn1c(CNC(=O)c2ccc3c(c2)OCO3)nnc1SCC(=O)Nc1cc(C)ccc1OC	104	11	100	1	0	-7	9	-19	-53	-2.2
C=CCNC(=S)NNC(=O)c1ccc(OCCCC)cc1	90	13	92	x	-1	x	1	-25	-3	0.1
Cc1ccc(S(=O)(=O)N(C)CCCC(=O)n2nc(C)cc2C)cc1	92	6	89	6	1	-2	0	-17	-26	-0.5
Cc1cc(C)c2[nH]c(O)c(N=NC(=S)NCC3CCCO3)c2c1 (stereo not given)	74	11	78	-1	-4	-1	2	-4	-17	-3.0
CCOC(=O)COc1ccc(S(=O)(=O)N2CCN(c3ccc(F)cc3)CC2)cc1	76	2	82	-2	3	-11	-14	x	10	0.5
O=C(C1CC(c2ccc(F)cc2)=NO1)N1CCCCC1 (stereo not given)	108	43	100	x	5	-1	9	-11	-24	-0.2
CC(=O)Nc1ccc(S(=O)(=O)NC(C(=O)O)C2=CCC=CC2)cc1 (stereo not given)	102	3	105	2	4	-14	1	3	-36	0.0
CCCCS(=O)(=O)/C=C\C1C2C=CC(C2)C1S(=O)(=O)CCCC (stereo not given)	97	13	91	2	1	-6	-3	-18	-35	-1.2
CCN(CCNC(=O)C1CCN(Cc2nc(-c3ccc(Cl)cc3)oc2C)CC1)c1ccccc1	1.6*	x	1.1*	0	5	-13	1	14	-85	-3.1
Cc1nc2ccccc2c(=O)n1/N=C/c1c(O)ccc2oc3c(c12)CCCC3	3.0*	20	4.9*	1	7	12	-10	x	-19	5.9*
CCC(C(=O)OCC(=O)Nc1cc(Cl)cc(Cl)c1)c1ccccc1 (stereo not given)	77	5	80	-2	3	2	1	-13	-63	-3.4
COc1ccc(N(C(C)C(=O)NC2CCCCCC2)S(C)(=O)=O)cc1 (stereo not given)	101	5	98	0	2	-9	-14	-3	5	-0.7
CCOc1ccc(C(=O)NCc2ccccc2)cc1Br	94	13	94	-5	1	-5	3	x	-15	-1.6
O=C(CN1CCCC1)NC12CC3CC(CC(C3)C1)C2	89	20	97	8	4	4	3	35	-13	-1.3
O=S(=O)(c1ccc(Cl)cc1)n1nnc2ccccc21	95	10	101	x	3	-16	4	11	-22	-0.4
O=C1NCCCc2c1oc1ccc(O)cc21	72	5	70	2	4	-7	-4	x	-7	-3.2
O=c1c(-c2nc3ccccc3s2)cccn1Cc1ccc(Cl)c(Cl)c1	91	8	95	0	-1	-17	-13	-29	-83	0.6
CCC(=O)NCCC(c1ccco1)c1ccccc1OC (stereo not given)	104	5	90	x	2	-9	-23	16	-25	-5.1
COc1cc(C(C(=O)NC(C)(C)C)N(Cc2ccccc2)C(=O)c2cnccn2)cc(OC)c1OC (stereo not given)	88	5	91	-2	2	-2	3	-43	-48	-2.8
Cc1ccc(S(=O)(=O)Nc2ccccc2/C=N/c2nc3ccccc3n2C)cc1	75	27	77	-5	1	31*	1	x	-35	-2.6
COc1nc(NC(C)(C)C)nc(Oc2ccc(=O)n(-c3ccccc3)n2)n1	104	13	103	-1	2	3	2	39	-41	-0.1
The list continues.
SMILES	PTEN del growth	Measles CPE	HCT116 bCat-KO	Phagocytosis inh	NPY Y2 blocker	Yeast life ext	GALR2 antag	E-sel TNF inh	Yeast growth inh	MRP1 act
CCOCCCNCC(O)c1ccccc1 (stereo not given)	91	21	87	x	0	4	3	x	-31	0.7
CCOc1ccccc1C(=O)Nc1cnn(Cc2ccc(F)cc2)c1	110	4	106	-2	4	-7	19	x	-29	3.3
COc1ccc(-c2csc(/C(C#N)=C(\O)CSc3nccn3C)n2)cc1OC	97	2	99	-1	2	-14	-13	-38	-14	0.5
C=CCNC(=O)COC(=O)c1cc(S(=O)(=O)N2CCOCC2)ccc1N1CCCCC1	104	14	98	-1	-1	1	8	21	-65	-0.5
Cn1c(NC(=O)c2ccco2)cc(=O)n(C)c1=O	111	12	106	0	2	-4	10	x	-2	-1.3
CC(=O)/C(=N\Nc1ccccc1)Sc1cccc2cccnc12	103	19	93	-7	1	-6	3	x	-31	-0.8
CCOc1cc(C(=O)O)cc(Cl)c1OCC#N	89	18	93	0	3	x	-3	-14	-10	-2.4
CN(C)S(=O)(=O)c1cccc(NC(=S)NN=C(Cc2ccccc2)Cc2ccccc2)c1	89	6	87	-1	3	-3	9	-14	-8	-1.0
OC(COc1cccc(OCC(O)CN2CCCC2)c1)CN1CCCC1 (stereo not given)	92	2	97	-3	7	-4	-12	11	13	-1.5
CCCCCn1c(CN2CCCCC2CC)nc2c1c(=O)n(C)c(=O)n2C (stereo not given)	x	x	x	-1	6	x	18	-10	x	x
COc1cccc(OC)c1OCCOc1ccccc1OC(C)C	83	4	95	0	5	-8	-9	8	-3	-1.1
CCc1c(C#N)c(SCCC(=O)Nc2ccc(C)cc2)nc2c1C(=O)CC(C)(C)C2	91	5	84	0	7	-1	7	-17	-35	-2.0
N#Cc1c(-c2ccccc2F)cc(-c2cccnc2)nc1N	91	9	102	x	1	-4	10	x	-29	-2.6
O=S(=O)(NCc1ccccc1)c1ccc2c(c1)OCCO2	95	0	91	1	-2	6	-1	-3	-6	-0.2
COc1ccc(OC)c(C(=O)c2coc3ccc(O)c(CN4CCOCC4)c23)c1	100	1	97	1	1	4	8	-18	-61	0.9
FC(F)(F)c1nnc(-c2ccccc2)nc1Oc1ccc(Cl)cc1Cl	88	5	104	2	4	-4	-3	-24	-21	-4.5
Cn1c(=O)c2c(nc(NCc3ccco3)n2CC(O)COc2ccccc2)n(C)c1=O (stereo not given)	91	21	95	-4	2	-3	-3	x	-30	-2.1
Cc1cc(C=C(C#N)C#N)c(C)n1-c1ccccc1	81	51*	76	0	6	-27	-2	27	-30	-3.9
Cc1ccc(-n2c(CCC(=O)O)ccc2-c2cccs2)cc1	86	7	97	-3	12	-12	1	9	-18	-2.1
COCCn1nnnc1C(c1cc2cc(C)cc(C)c2[nH]c1=O)N1CCN(c2ccccc2F)CC1 (stereo not given)	98	20	95	x	2	15	3	-13	-17	-1.6
CCOC(=O)c1cc(-c2ccc(C)o2)n[nH]1	96	6	93	-2	1	-7	11	-6	-31	-2.6
Cc1[nH]nc(SCC(=O)NCc2ccccc2)c1[N+](=O)[O-]	102	3	86	16	1	-7	-1	x	15	-1.5
O=C(CSc1nc(O)cc(=O)n1-c1ccccc1)NC1CCCCC1	104	7	101	2	5	-23	-11	6	-33	-0.1
CCOc1cc(C)nc(NCCc2ccc(OC)c(OC)c2)n1	98	8	98	-3	0	-5	-15	29	10	-1.2
COc1ccc(/C(O)=C2/C(=O)C(=O)N(CCN3CCOCC3)C2c2ccc(C)cc2)cc1 (stereo not given)	98	3	99	1	0	-17	-13	-37	-14	-1.8
Further entries:
SMILES	PTEN del growth	Measles CPE	HCT116 bCat-KO	Phagocytosis inh	NPY Y2 blocker	Yeast life ext	GALR2 antag	E-sel TNF inh	Yeast growth inh	MRP1 act
Cc1ccc(C)c(S(=O)(=O)NCc2ccc(C(=O)N3CC(C)OC(C)C3)cc2)c1 (stereo not given)	94	20	103	x	6	x	-3	-2	-16	-0.5
CCCn1c(N)c(C(=O)CN2CCN(S(=O)(=O)c3cccs3)CC2)c(=O)[nH]c1=O	84	0	95	0	0	-13	-2	x	-7	0.2
Cc1ccc(Cn2c(C)nc3c(c2=O)c2nc4ccccc4nc2n3Cc2ccco2)cc1	87	7	74	5	4	-16	-3	-11	-19	-5.2
CC1CCCC2(C1)NC(=S)c1c(sc3c1CCCC3)N2 (stereo not given)	83	26	92	-2	0	-15	7	-5	86*	-4.7
O=C(NC(=S)Nc1cccnc1)c1cc2ccccc2o1	107	2	99	0	5	-6	-20	10	-40	-0.3
CCOc1ccc(C(=O)NCc2cccnc2)cc1	105	10	89	x	2	-14	-2	-18	-20	-1.3
CCOC(=O)C1CN(S(=O)(=O)c2ccc(C)cc2)C1	97	27	101	0	1	-15	0	13	-30	-0.9
Cc1ccccc1-c1nc(CN2CCCC(C(=O)NCCCN3CCOCC3)C2)c(C)o1 (stereo not given)	92	24	82	x	5	-13	9	x	-33	-3.2
Cc1nnc(SCC(=O)N2CCCCC2)n1CC1CCCO1 (stereo not given)	94	5	98	x	3	x	-1	9	-23	1.3
CN(C)CC(C)(C)CNC(=O)C1CCN(Cc2ccccc2O)CC1	106	26	88	-1	3	9	3	-37	-52	-0.6
Cc1c(NC(=O)/C=C/c2cn(-c3ccccc3)nc2-c2ccccc2)c(=O)n(-c2ccccc2)n1C	77	15	73	0	-2	-10	1	6	-53	-3.5
O=C(c1cccc(Cl)c1)N1CCN(C(=O)c2ccco2)CC1	98	12	99	6	0	-7	-3	-35	9	-3.0
NC(=O)CCC(NS(=O)(=O)c1ccc(Cl)cc1)C(=O)NCc1ccccc1 (stereo not given)	101	12	102	-7	3	0	-6	x	-49	1.0
Cc1ccc(/C=C/C(=O)N2CCN(Cc3ccccc3)CC2)o1	88	6	78	4	1	1	3	x	1	-2.3
COc1cc(NC(=O)C2=C(N3CCOCC3)/C(=C\c3ccc(N(C)C)cc3)CCC2)cc(OC)c1OC	17	4	18	9	0	-2	6	1	2	-5.2
O=C(Nc1cccnc1)c1cnn2c(C(F)F)cc(C3CC3)nc12	84	9	78	0	1	-11	-4	-14	-19	-2.0
COc1ccc(CC(=O)n2nc(-c3cccnc3)nc2N)cc1	105	8	97	-2	1	-9	-3	9	-17	-0.4
Cc1ccccc1NC(=O)c1cc(=O)c2ccccc2o1	84	4	87	3	3	-12	12	0	-20	-1.7
COCCn1c(=O)c2cc3c(=O)n(CCOC)c(=O)c3cc2c1=O	94	21	103	-1	2	-10	-1	4	-37	-0.1
